N370S GC: N370S glucocerebrosidase modulation, Gaucher chaperone candidate; N370S GC spleen homogenate, 4MU-glucoside fluorescence; AID 2101; P04062; hit rate 0.092% among 330,000; Potency, µM (top dose mostly 59.4 µM), without a hit: top-dose activity change, negative = inhibition, usual class: inhibitors;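 note: 0% = full enzyme activity and -100% = no enzyme basal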
TDP1 inh: TDP1 (human) enzyme inhibition; Q9NUW8; recombinant TDP1, AlphaScreen DNA substrate cleavage; Potency, µM (doses to about 130 µM), for the others: at the highest dose activity change, negative = inhibition, hits mostly inhibitors; hit rate 0.28% among 350,000; AID 485290; note: nearly all actives have a fitted effect of over 40% in size
Target sequence (Q9NUW8 whole entry, looked up): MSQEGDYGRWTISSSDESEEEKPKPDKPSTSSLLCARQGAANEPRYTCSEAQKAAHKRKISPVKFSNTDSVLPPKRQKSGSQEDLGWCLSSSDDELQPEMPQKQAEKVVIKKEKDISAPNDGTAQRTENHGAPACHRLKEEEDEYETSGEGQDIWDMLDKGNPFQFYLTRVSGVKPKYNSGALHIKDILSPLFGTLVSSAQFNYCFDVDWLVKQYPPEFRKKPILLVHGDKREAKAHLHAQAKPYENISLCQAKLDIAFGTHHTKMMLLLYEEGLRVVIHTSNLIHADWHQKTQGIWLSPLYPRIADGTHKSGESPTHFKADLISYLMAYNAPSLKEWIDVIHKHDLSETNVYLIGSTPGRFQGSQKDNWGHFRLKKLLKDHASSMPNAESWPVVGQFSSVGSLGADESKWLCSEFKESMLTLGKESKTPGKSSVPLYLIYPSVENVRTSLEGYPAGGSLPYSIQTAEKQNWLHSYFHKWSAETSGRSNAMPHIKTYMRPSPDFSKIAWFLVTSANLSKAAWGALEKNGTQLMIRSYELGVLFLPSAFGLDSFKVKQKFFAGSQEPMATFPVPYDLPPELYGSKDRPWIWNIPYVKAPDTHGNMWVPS
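Recombinant human Tdp1 (E. coli-expressed, 1 nM final) preincubated with compounds 15 min at room temperature, then 5'-biotin/3'-phosphotyrosine-FITC DNA substrate (15 nM final) added for 5 min. AlphaScreen beads (10 ug/ml final) added 10 min; cleavage lowers signal.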
TDP1 cell noCPT: qHTS for Inhibitors of human tyrosyl-DNA phosphodiesterase 1 (TDP1): qHTS in cells in absence of CPT; DT40 Tdp1-/- hTDP1 cells, no CPT, ATP luminescence, 48 h; Potency, µM (doses to about 46.2 µM), for inactives: top-dose activity change, negative = growth inhibition, most hits filed as inhibitors; hit rate 15% among 420,000; note: nearly all actives have a fitted effect of over 55% in size
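DT40 Tdp1-/-;hTDP1 cells, no CPT (DMSO vehicle only), 400 cells/well; compounds pin-transferred; ≥48 hr, 37 °C; CellTiter-Glo 30 min RT dark, luminescence read.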
An asterisk follows results filed as active; & = joins results of further samples; ! = not active in a repeat; [ ] = remark or other dose. Calls come from the whole dose curve; as a rule, active = well fitted curve in the direction sought with a large enough effect; inconclusive = small, poorly fitted or top-dose-only effect, or another doubt; inactive = no such curve, though single readings can be large; an effect the other way counts as inactive or inconclusive. Unless noted, % is set by controls: 0 for no effect and ±100 for the full control effect; potency is the fitted concentration of half-maximal effect.

For CC(C)NC(=O)C(=O)NCCC1CCCCN1S(=O)(=O)c1cccs1 (stereo not given) the results were N370S GC 7.6%, TDP1 inh 0.6% and TDP1 cell noCPT 5.2%.
`N=C1C(=O)OCC1c1ccccc1NC(=O)Nc1ccccc1` (stereo not given) gave N370S GC -4.0%, TDP1 inh 1.2% and TDP1 cell noCPT -0.4%.
CNC(=O)c1ncoc1-c1ccc(Cl)cc1 was read as N370S GC -1.8%, TDP1 inh 5.0% and TDP1 cell noCPT inconclusive.
Screening Cc1cc(C)n(CC(=O)N2N=C(C(F)F)CC2(O)C(F)F)n1 (stereo not given) returned N370S GC -0.7%, TDP1 inh -2.4% and TDP1 cell noCPT -8.0%.
O=C(O)CC1C(=O)NCCN1Cc1ccc(F)c(F)c1 (stereo not given) was read as N370S GC 11.1%, TDP1 inh 2.6% and TDP1 cell noCPT 15.1%.
For CCN(Cc1ccccc1)S(=O)(=O)c1ccc(C(=O)Nc2nnc(C)o2)cc1 the results were N370S GC 1.1%, TDP1 inh 5.5% and TDP1 cell noCPT inconclusive.
For CN1CCc2c(sc3c2C(=O)NC(c2ccc4c(c2)OCO4)N3)C1 (stereo not given) the results were N370S GC 7.5%, TDP1 inh 2.3% and TDP1 cell noCPT -12.1%.
CN(Cc1ccccc1)C(=O)COC(=O)c1ccc(-n2cnnn2)cc1 was read as N370S GC -2.4%, TDP1 inh -0.5% and TDP1 cell noCPT 5.4%.
O=C(NC(=S)Nc1ccc(Cl)c(C(=O)O)c1)c1cncc(Br)c1 was read as N370S GC 0.3% and TDP1 cell noCPT 24.7%.
For CC/C=C\CC[C@H](OC(=O)c1ccc(Br)cc1)C1=CCCCC1=O the results were N370S GC 20.0%[12.8 µM] and TDP1 inh 0.5%[21 µM].
For COc1cccc(/C=N/NC(=O)c2cc(-c3cccn3C)n[nH]2)c1O the results were N370S GC -8.5%, TDP1 inh 10.8% and TDP1 cell noCPT 6.51µM*.
For CC(Sc1nnc(NC(=O)c2cc3ccccc3oc2=O)s1)c1ccccc1 (stereo not given) the results were N370S GC 4.3%, TDP1 inh 5.4% and TDP1 cell noCPT -9.4%.
Screening Cc1onc(-c2ccccc2)c1C(=O)NC(=S)NNC(=O)c1ccco1 returned N370S GC -0.9%, TDP1 inh 9.6% and TDP1 cell noCPT 16.4µM*.
Screening CCOC(=O)Cc1csc(/N=C/c2c(O)n(-c3ccc(C)cc3C)c(=O)c3ccccc23)n1 returned N370S GC -5.2%, TDP1 inh 0.6% and TDP1 cell noCPT 16.4µM*.
CSc1cccc(CN2CCC(CCC(=O)NC3CC3)CC2)c1 was read as N370S GC -11.5% and TDP1 cell noCPT -19.0%.
For CCOC(=O)C1CCN(c2nc(-c3ccc(C)cc3)nc3ccccc23)CC1 the results were N370S GC 6.5%, TDP1 inh -6.1% and TDP1 cell noCPT -28.6%.
For CCc1ccccc1OCCCN1CCCC1 the results were N370S GC 2.4% and TDP1 cell noCPT -3.7%.
`COc1ccc(-n2nnc(-c3nsc(NC(=O)c4ccc(C)c(C)c4)n3)c2C)cc1Cl` gave TDP1 inh 0.0% and TDP1 cell noCPT inconclusive.
For Nn1c(SCc2cc([N+](=O)[O-])cc3c2OCOC3)nnc1-c1ccccn1 the results were N370S GC 9.9%, TDP1 inh 5.9% and TDP1 cell noCPT -28.2%.
Screening O=C(NNS(=O)(=O)c1ccccc1)c1ccncc1 returned N370S GC 4.2%, TDP1 inh 8.8% and TDP1 cell noCPT -3.3%.
`CCCCN(C)CCCNC(=O)c1cn(CC)c2ccc(S(=O)(=O)N3CCOCC3)cc2c1=O` gave N370S GC -2.8%, TDP1 inh 0.9% and TDP1 cell noCPT 19.0%.
For NC(=O)Cc1ccc(C(=O)c2ccc(Cl)cc2)s1 the results were N370S GC 7.9%, TDP1 inh 0.0% and TDP1 cell noCPT inconclusive.
`CNc1nc2[nH]c(=O)c3c(c2s1)OC(N)=C(C#N)C3c1cccc(F)c1` (stereo not given) gave N370S GC -9.2%, TDP1 inh -5.1% and TDP1 cell noCPT -1.9%.
For Cc1ccc(NC(=O)CN(C)Cc2nc3ccccc3c(=O)[nH]2)c(Br)c1 the results were N370S GC 16.1%, TDP1 inh 9.1% and TDP1 cell noCPT 20.6µM*.
For CCOc1cc(C(=O)Nc2ccc3c4c(cccc24)C(=O)N3CC)cc(OCC)c1OCC the results were N370S GC 7.3%, TDP1 inh 5.7% and TDP1 cell noCPT 23.1µM*.
O=C(COC(=O)c1cncc(Br)c1)NCC12CC3CC(CC(C3)C1)C2 was read as N370S GC -0.8%, TDP1 inh -1.0% and TDP1 cell noCPT -27.4%.
`COC(=O)C1=C(C)NC(C)=C(C(=O)OCCNCc2ccccc2)C1c1cccc([N+](=O)[O-])c1` (stereo not given) gave N370S GC inconclusive and TDP1 inh 22.4%.
For Cc1ccccc1S(=O)(=O)Cc1ccc(C(=O)NC(C)c2ccc3c(c2)OCCO3)o1 (stereo not given) the results were N370S GC -2.8%, TDP1 inh 2.0% and TDP1 cell noCPT inconclusive.
`O=C(NN1CCOCC1)c1ccco1` gave TDP1 inh 0.2% and TDP1 cell noCPT inconclusive.
Screening O=c1[nH]c2ccc(Cl)cc2c(O)c1-c1ccccc1 returned N370S GC -2.0%, TDP1 inh 2.9% and TDP1 cell noCPT -1.1%.
For CCCCCCNC(=O)c1c(O)c2ccccc2[nH]c1=O the results were N370S GC inconclusive, TDP1 inh -2.1% and TDP1 cell noCPT 13µM*.
Screening Cn1c(=S)[nH]c2cccnc21 returned N370S GC -1.0%, TDP1 inh -2.4% and TDP1 cell noCPT 5.0%.
Screening CCCCCC(=O)Nc1ccc(S(=O)(=O)Nc2cc(OC)nc(OC)n2)cc1 returned N370S GC -3.5% and TDP1 cell noCPT -12.0%.
For COc1ccc(/C=C2\SC(=O)N(CCCC(=O)Nc3cc(Cl)ccc3C(=O)O)C2=O)cc1 the results were TDP1 inh 3.5% and TDP1 cell noCPT -0.9%.
Screening CC(C)S(=O)(=O)c1csc(NC(=O)Nc2ccc(Cl)cc2)c1 returned N370S GC -3.4%, TDP1 inh 0.0% and TDP1 cell noCPT 11.6µM*.
`CCOC(=O)c1sc(C)c(C(=O)NC2CCCCC2)c1N` gave N370S GC -12.5%, TDP1 inh 5.2% and TDP1 cell noCPT -28.0%.
For O=C(NCCn1ccc2ccccc21)C1CCCCC1 the results were N370S GC 4.8%, TDP1 inh 2.6% and TDP1 cell noCPT inconclusive.
Screening CC(=O)OC1CC2C(C)(C)CCC(=O)[C@@]2(C)C2CC[C@@]3(C)C(c4ccoc4)OC(=O)C4OC43[C@]12C (stereo not given in full) returned N370S GC -20.2%, TDP1 inh 8.6% and TDP1 cell noCPT 16.2%.
For Cc1cc(NC(=O)C(C)Sc2nc(-c3ccccc3)cc(=O)[nH]2)no1 (stereo not given) the results were N370S GC inconclusive, TDP1 inh -0.3% and TDP1 cell noCPT -26.3%.
For O=C(O)C1NCCN(C(=O)c2ccc3c(ccc4ccccc43)c2)C1C(=O)O (stereo not given) the results were N370S GC -3.8% and TDP1 inh 3.0%.
Screening CCc1ccc(-c2nc3cc(NC(=O)c4ccc(F)cc4)ccc3o2)cc1 returned TDP1 inh -0.4%[12.3 µM] and TDP1 cell noCPT inconclusive.
COC(=O)C1(C)NC(c2ccc(Cl)cc2)C2C(=O)N(c3ccccc3)C(=O)C21 (stereo not given) was read as N370S GC -1.7%, TDP1 inh 3.3% and TDP1 cell noCPT -9.1%.
`CCOC(=O)Cc1csc(NC(=S)NC(=O)c2ccccc2C)n1` gave N370S GC 5.0%, TDP1 inh 4.8% and TDP1 cell noCPT -19.9%.
For COc1ccc(-c2nc3ccccc3c(=O)n2-c2c(C)n(C)n(-c3ccccc3)c2=O)cc1 the results were N370S GC 22.4%, TDP1 inh 4.8% and TDP1 cell noCPT 3.8%.
For O=C(Nc1ccccc1)c1cc([N+](=O)[O-])ccc1Cl the results were N370S GC 6.5%&19.2%&0.0%&17.6%&1.1%, TDP1 inh -4.1%[56.1 µM] and TDP1 cell noCPT 28.2µM*!.
`O=C(Cn1ncc(Cl)c(Cl)c1=O)c1ccc(Cl)cc1` gave N370S GC -0.1%, TDP1 inh 4.5%[56.1 µM] and TDP1 cell noCPT 2.59µM*.
For O=C(CSc1nccn(-c2ccc(F)c(Cl)c2)c1=O)NC1CCCC1 the results were N370S GC -9.0%, TDP1 inh -3.2% and TDP1 cell noCPT -21.9%.
C=CCC(c1ccccc1)N(C(C)=O)c1ccco1 (stereo not given) was read as N370S GC -7.7%, TDP1 inh 0.0% and TDP1 cell noCPT -2.2%.
For Cc1ccc(NC(=O)C(Cc2ccccc2)n2cccc2)cc1 (stereo not given) the results were N370S GC 17.8%, TDP1 inh 3.9%&5.9% and TDP1 cell noCPT 23.1µM*.
Screening CCC(=O)c1ccc(OCC(=O)N2CCN(c3ccccn3)CC2)cc1 returned N370S GC -0.7%, TDP1 inh 1.1% and TDP1 cell noCPT -3.0%.
Screening Cc1ccccc1-n1c(SCc2c(C)noc2C)nnc1-c1ccncc1 returned N370S GC -0.4%, TDP1 inh 6.8% and TDP1 cell noCPT -27.6%.
O=C(NCc1cccnc1)C1CCN(Cc2cc3ccccc3n2Cc2cccc(Cl)c2)CC1 was read as TDP1 inh 5.4% and TDP1 cell noCPT 18.4µM*.
Screening O=C1C=C(c2cccc3c2oc2ccccc23)C[C@@H](c2ccc(F)cc2)C1 returned TDP1 inh 0.5% and TDP1 cell noCPT inconclusive.
For CSc1ccc(CN(C)C(=O)c2cccc(S(=O)(=O)NCc3ccccc3)c2)cc1 the results were N370S GC -13.3%, TDP1 inh 3.4% and TDP1 cell noCPT inconclusive.
Screening Cc1ccc(-n2ncc(C(=O)N3CCN(Cc4ccccc4)CC3)c2C2CCN(C(=O)OC(C)(C)C)CC2)cc1 returned TDP1 inh 6.3% and TDP1 cell noCPT -16.2%.
For COc1ccc(N(CC(=O)NN=C2CCN(C)CC2)S(=O)(=O)c2ccccc2)c(OC)c1 the results were N370S GC -7.8%, TDP1 inh 3.7% and TDP1 cell noCPT -3.2%.
CCN(CC)c1ccc(C=C2C(=O)OC(C)(C(C)(C)C)OC2=O)cc1 (stereo not given) was read as N370S GC -12.1%, TDP1 inh 1.0% and TDP1 cell noCPT 1.2%.
`COC(=O)c1ccc(CNC(=O)c2coc3ccccc3c2=O)cc1` gave N370S GC -12.9%, TDP1 inh -5.1% and TDP1 cell noCPT -4.0%.
`CN(C)c1ccc(C(C#N)c2ccc(Cl)cc2)nn1` (stereo not given) gave N370S GC 28.0%, TDP1 inh 8.8% and TDP1 cell noCPT -12.0%.
`COc1ccccc1N1CCN(C(c2cccs2)C(C)NC(=O)c2ccco2)CC1` (stereo not given) gave N370S GC -6.6%, TDP1 inh 4.2% and TDP1 cell noCPT inconclusive.
Screening COCCCNC(=O)CSc1nc2ccccc2c(=O)n1CCC(=O)NCCc1ccc(OC)c(OC)c1 returned N370S GC -25.0%, TDP1 inh 3.7% and TDP1 cell noCPT -2.3%.
O=C1N=C(N2CCCC2C(=O)O)S/C1=C\c1ccco1 (stereo not given) was read as N370S GC -11.3% and TDP1 cell noCPT 18.4µM*.
For O=C(CCSCc1cccc(Cl)c1)NCc1ccc(F)cc1Cl the results were TDP1 inh -2.6% and TDP1 cell noCPT inconclusive.
CC(C)CCNc1nc(N)c([N+](=O)[O-])c(NCC2CCCO2)n1 (stereo not given) was read as N370S GC -8.0%, TDP1 inh 4.2% and TDP1 cell noCPT inconclusive.
Screening O=C(/C=C/c1cccc([N+](=O)[O-])c1)NCCSCc1ccccc1Cl returned N370S GC 10.3%, TDP1 inh 5.5% and TDP1 cell noCPT -29.9%.

Not all compounds are listed. The share of hits here may be higher or lower than overall.
